AmpC detergent: AmpC beta-lactamase inhibition with detergent present; hit rate 0.041% among 370,000; AmpC hydrolysis of nitrocefin, absorbance 480 nm, 0.01% Triton; Potency, µM (highest dose often 114 µM), for the others: top-dose activity change, negative = inhibition, actives largely listed as inhibitors; AID 485294;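 also: potency is read from the fitted curve at half-maximal effect; 0% = no-compound wells and -100% = no-enzyme wells; nearly all actives have a fitted effect of over 25% in size; some results filed as inactive show a strong effect at the top dose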
Target sequence (P00811 whole entry, looked up): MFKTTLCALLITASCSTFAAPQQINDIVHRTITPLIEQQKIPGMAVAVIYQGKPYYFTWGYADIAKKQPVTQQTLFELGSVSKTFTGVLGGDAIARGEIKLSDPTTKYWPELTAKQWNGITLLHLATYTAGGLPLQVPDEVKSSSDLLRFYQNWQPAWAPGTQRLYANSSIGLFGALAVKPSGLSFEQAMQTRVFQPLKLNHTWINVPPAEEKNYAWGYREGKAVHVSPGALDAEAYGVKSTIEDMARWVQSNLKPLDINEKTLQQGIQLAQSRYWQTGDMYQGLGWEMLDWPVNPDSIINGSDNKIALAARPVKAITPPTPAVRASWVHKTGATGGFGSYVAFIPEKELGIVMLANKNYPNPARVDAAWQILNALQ
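AmpC (5.3 nM in the dispensed reagent) in 20 mM phosphate pH 7.0 with 0.01% (detergent screen) or 0.0001% Triton X-100 was preincubated with compounds for 15 min at room temperature. Nitrocefin was then added from an 800 uM solution, and hydrolysis was followed at 480 nm.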
AMA1-RON2 inh: AMA1-RON2 (P. falciparum) interaction inhibition. AID 720542. Potency, µM (top dose mostly 58.2 µM), for the others: at the highest dose activity change, negative = inhibition, usual class: inhibitors. hit rate 0.2% among 360,000. AlphaScreen AMA1-biotinylated RON2 peptide binding;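 also: potency is read from the fitted curve at half-maximal effect; 0% = vehicle wells and -100% = peptide control; nearly all actives have a fitted effect of over 45% in size; some results filed as inactive show a strong effect at the top dose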
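AMA1 (3D7) with his tag at 25 nM final met compounds first, then biotinylated RON2 peptide at 25 nM; detection used donor plus acceptor beads, 10 µg/mL apiece, read by AlphaScreen after 30 min at room temperature.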
Tb PYK inh: blocks Trypanosoma brucei pyruvate kinase. TbPYK enzyme, Kinase-Glo Plus ATP luminescence, 45 min. Potency, µM (titrated, usually from 76.8 µM), without a hit: at the top dose activity, negative = inhibition, hits mostly inhibitors. hit rate 0.12% among 410,000; also: potency is read from the fitted curve at half-maximal effect; nearly all actives have a fitted effect of over 50% in size
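T. brucei PYK with substrate was exposed to pin-transferred compounds across a concentration series, then started with 130 uM ADP (final). After 45 min at room temperature, Kinase-Glo Plus luminescence was read, normalized and curve-fitted.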
HCMV antiviral: human cytomegalovirus inhibition. HFF cells, HCMV-luciferase reporter, 72 h; hits give low values. activity change, negative = inhibition, % at 57.5 µM. hit rate 4.5% among 410,000. AID 1259415; in the data active = activity change below about -60%; inconclusive = no clear call, values can overlap the other calls; inactive = above about -39%
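Luciferase read-out from HCMV-luciferase-infected HFFs (MOI 1 PFU/cell) 72 h post infection at 37C; compounds added after 16 h cell attachment; activity normalized between buffer-only basal and Salinomycin (10uM) inhibitor controls.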
LmPK inh: LmPK (Leishmania mexicana) enzyme inhibition | AID 1721 | Potency, µM (highest dose often 57.5 µM), inactives show top-dose activity change, negative = inhibition, most hits filed as inhibitors | Q27686 | purified LmPK, Kinase-Glo ATP luminescence, 1 h | hit rate 0.37% among 290,000; also: potency is read from the fitted curve at half-maximal effect
Target sequence (Q27686 whole entry, looked up): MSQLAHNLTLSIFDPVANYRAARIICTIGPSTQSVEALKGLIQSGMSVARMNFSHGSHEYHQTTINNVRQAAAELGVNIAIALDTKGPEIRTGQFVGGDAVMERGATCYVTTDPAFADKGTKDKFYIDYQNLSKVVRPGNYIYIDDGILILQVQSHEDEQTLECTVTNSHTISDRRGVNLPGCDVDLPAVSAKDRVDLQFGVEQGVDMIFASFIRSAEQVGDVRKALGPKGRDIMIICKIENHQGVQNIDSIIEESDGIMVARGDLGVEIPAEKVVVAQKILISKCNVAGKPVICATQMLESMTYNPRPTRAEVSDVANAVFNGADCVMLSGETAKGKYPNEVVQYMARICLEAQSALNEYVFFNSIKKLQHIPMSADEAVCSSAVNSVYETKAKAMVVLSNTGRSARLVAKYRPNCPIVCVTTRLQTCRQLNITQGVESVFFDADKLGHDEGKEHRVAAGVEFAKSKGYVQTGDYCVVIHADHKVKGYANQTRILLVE
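Purified LmPK (0.1 nM) converted ADP (0.1 mM) to ATP with PEP (0.5 mM) in imidazole buffer pH 7.2 with KCl and MgCl2, 1 h at room temperature. ATP was read by Kinase-Glo luminescence; data normalized to uninhibited and no-enzyme controls.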
AmpC inh no detg: blocks E. coli AmpC beta-lactamase in detergent-free assay | AmpC nitrocefin hydrolysis, absorbance 480 nm, 0.0001% Triton | Potency, µM (highest dose often 57.1 µM), for inactives: at the top dose activity change, negative = inhibition, most hits filed as inhibitors | hit rate 0.52% among 330,000;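 also: potency is read from the fitted curve at half-maximal effect; plate controls were no compound for no effect and no enzyme for full effect; nearly all actives have a fitted effect of over 20% in size; some results filed as inactive show a strong effect at the top dose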
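20 mM phosphate pH 7.0 + 0.01% (detergent screen) or 0.0001% Triton X-100; 5.3 nM AmpC reagent; cpd preinc 15 min RT; nitrocefin (800 uM stock) to start; A480 q20 s × 4 min; Activity was normalised to no-enzyme and no-compound control wells.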
HCV inhibitor: blocks hepatitis C virus; Huh7.5.1 HCVcc-Cre infection, luciferase reporter, 44 h; Potency, µM (highest dose often 41.8 µM), without a hit: top-dose activity change, negative = inhibition, usual class: inhibitors; hit rate 3.4% among 340,000; AID 651820; also: potency is read from the fitted curve at half-maximal effect
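HCVcc-Cre virus at an moi near 0.5 was added right after compound to cells cultured 4 h from seeding (1,000 cells/well). Luciferase activity was determined 44 h later, 15 min after substrate addition at RT.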
* = called active by the depositor; [ ] = remark or other dose. Unless noted, calls follow the shape of the dose curve; as a rule, active = well fitted curve in the direction sought with a large enough effect; inconclusive = small, poorly fitted or top-dose-only effect, or another doubt; inactive = no such curve, though single readings can be large; an effect the other way counts as inactive or inconclusive. Unless noted, % is scaled to controls: 0 for no effect and ±100 for the full control effect. An unsorted share of the library; overall some 7.5% were active at least once.

What do the screens show for `CCOC(=O)c1c[nH]c2c(Cl)ccc(Cl)c2c1=O`?
AmpC detergent: inconclusive; AMA1-RON2 inh: 0%; Tb PYK inh: -2%; HCMV antiviral: 10; LmPK inh: 4%; AmpC inh no detg: -26%; HCV inhibitor: 12%

Results for CCCCCCCCCCCCN1[C@@H](CC(=O)OC)c2cc(F)cc(F)c2S1(=O)=O ?
AMA1-RON2 inh: 28%; Tb PYK inh: -4%; HCMV antiviral: 70; HCV inhibitor: 15%

What do the screens show for `CCOc1ccc(-c2cc(C(=O)NN=C3CCN(C)CC3)[nH]n2)cc1`?
AmpC detergent: -9%; AMA1-RON2 inh: 84%[activator]; Tb PYK inh: 0%; HCMV antiviral: -24; LmPK inh: 6%; AmpC inh no detg: -20%[11.4 µM]; HCV inhibitor: 7%

How did Cn1ccc2c(-c3cccnc3)cc3c(c21)C1CCC3C1 (stereo not drawn) do in these assays?
AMA1-RON2 inh: inconclusive; Tb PYK inh: 6%; HCMV antiviral: -34

What do the screens show for `CCCOc1ccc(CNC(=O)c2ccc(-n3c(C)cc4c3CCC(C)C4)cc2)cc1` (stereo not drawn)?
AmpC detergent: -5%; Tb PYK inh: 0%; HCMV antiviral: -12

How did NS(=O)(=O)c1ccc(NNC(=O)c2ccc(F)cc2F)cc1 do in these assays?
AmpC detergent: 5%; AMA1-RON2 inh: 7%; Tb PYK inh: -7%; HCMV antiviral: 19; LmPK inh: -1%; AmpC inh no detg: -1%; HCV inhibitor: -12%

Results for On1nnc2ccc3ccccc3c21 ?
AmpC detergent: -8%; AMA1-RON2 inh: 5%; Tb PYK inh: 3%; HCMV antiviral: 97; LmPK inh: -1%; AmpC inh no detg: -11%; HCV inhibitor: 27%

What do the screens show for `CC(C)c1[nH]nc2c1C(c1cccs1)C(C#N)=C(N)O2` (stereo not drawn)?
AmpC detergent: inconclusive; AMA1-RON2 inh: 5%; Tb PYK inh: -13%; HCMV antiviral: -11; LmPK inh: 4%; AmpC inh no detg: -52%; HCV inhibitor: -6%

How did Clc1ccc(-c2nnc3n2CCCC3)cc1 do in these assays?
AmpC detergent: -1%; AMA1-RON2 inh: -4%; Tb PYK inh: -10%; HCMV antiviral: -13; LmPK inh: 0%; AmpC inh no detg: -12%; HCV inhibitor: 11%

Results for COc1cccc(-n2cc(C(=O)NCc3cccc(Cl)c3)c3ccccc3c2=O)c1 ?
AmpC detergent: 1%; Tb PYK inh: 1%; HCMV antiviral: -24

How did COc1cccc(CC(=O)OC(C)C(=O)NCc2ccc3c(c2)OCO3)c1 (stereo not drawn) do in these assays?
AmpC detergent: inconclusive; AMA1-RON2 inh: 3%; Tb PYK inh: -7%; HCMV antiviral: 13; AmpC inh no detg: -17%; HCV inhibitor: inconclusive

What do the screens show for `O=C(NCc1ccccc1)c1ccc2nc(-c3ccco3)c(-c3ccco3)nc2c1`?
AmpC detergent: -12%; AMA1-RON2 inh: -20%; Tb PYK inh: inconclusive; HCMV antiviral: 44; LmPK inh: 11%; AmpC inh no detg: -48%; HCV inhibitor: -8%

Sorted by length of the SMILES (low to high): 3 of the compounds above
What do the screens show for `CCOc1ccc(-c2cc(C(=O)NN=C3CCN(C)CC3)[nH]n2)cc1`?
AmpC detergent: -9%; AMA1-RON2 inh: 84%[activator]; Tb PYK inh: 0%; HCMV antiviral: -24; LmPK inh: 6%; AmpC inh no detg: -20%[11.4 µM]; HCV inhibitor: 7%

Results for COc1cccc(-n2cc(C(=O)NCc3cccc(Cl)c3)c3ccccc3c2=O)c1 ?
AmpC detergent: 1%; Tb PYK inh: 1%; HCMV antiviral: -24

Results for CCCCCCCCCCCCN1[C@@H](CC(=O)OC)c2cc(F)cc(F)c2S1(=O)=O ?
AMA1-RON2 inh: 28%; Tb PYK inh: -4%; HCMV antiviral: 70; HCV inhibitor: 15%

Following part
Results for CCCCN(C(=O)c1cc2c(s1)CCC2)c1c(N)n(CCCC)c(=O)[nH]c1=O ?
AmpC detergent: -10%; AMA1-RON2 inh: -11%; Tb PYK inh: 6%; HCMV antiviral: -17; AmpC inh no detg: -28%; HCV inhibitor: 11µM*

What do the screens show for `COc1ccc(NS(=O)(=O)c2cnc(N)nc2)cc1Cl`?
AmpC detergent: 4%; Tb PYK inh: -12%; HCMV antiviral: 19

Results for NS(=O)(=O)c1ccc(NC(=O)CCC2CCCCC2)cc1 ?
AmpC detergent: inconclusive; AMA1-RON2 inh: 0%; Tb PYK inh: -22%; HCMV antiviral: -13; LmPK inh: 6%; AmpC inh no detg: -48%; HCV inhibitor: 3%

Results for CCOc1ccc2nc(SCc3cccc(C)c3)nc(C)c2c1 ?
AmpC detergent: inconclusive; AMA1-RON2 inh: -7%; Tb PYK inh: -9%; HCMV antiviral: 13; LmPK inh: 4%; AmpC inh no detg: -1%; HCV inhibitor: -8%

Results for N/C(Cc1cccs1)=N\OC(=O)COc1ccccc1 ?
AmpC detergent: 3%; AMA1-RON2 inh: 43%[activator]; Tb PYK inh: 1%; HCMV antiviral: 46; LmPK inh: -1%; AmpC inh no detg: -17%; HCV inhibitor: 19%

How did N#C/C(=C\c1ccco1)C(=O)Nc1cccc2ncccc12 do in these assays?
AmpC detergent: 4%; AMA1-RON2 inh: -6%; Tb PYK inh: -1%; HCMV antiviral: inconclusive; LmPK inh: -5%; AmpC inh no detg: -18%; HCV inhibitor: 26%

Results for O=C(NCc1nc2ccccc2[nH]1)C1CCCCC1 ?
AmpC detergent: -11%; AMA1-RON2 inh: 9%; Tb PYK inh: 7%; HCMV antiviral: -37; LmPK inh: -2%; AmpC inh no detg: -13%; HCV inhibitor: -10%

Results for O=C1CCC([N+](=O)[O-])C(c2ccc(C(F)(F)F)cc2)N1 (stereo not drawn) ?
AMA1-RON2 inh: -11%; Tb PYK inh: -1%; HCMV antiviral: -11; HCV inhibitor: 22%

Results for O=C(NNC(=O)c1ccc2nonc2c1)Nc1ccc(Cl)cc1 ?
AmpC detergent: -3%; AMA1-RON2 inh: 86%[activator]; Tb PYK inh: 7%; HCMV antiviral: 26; LmPK inh: 3%; AmpC inh no detg: -27%; HCV inhibitor: -8%

What do the screens show for `O=C(CCc1nc2ccccc2c(=O)[nH]1)Nc1cc(Cl)ccc1N1CCCCC1`?
AmpC detergent: inconclusive; AMA1-RON2 inh: -10%; Tb PYK inh: 0%; HCMV antiviral: -17; AmpC inh no detg: -36%; HCV inhibitor: inconclusive

What do the screens show for `COCCN(Cc1ccccc1)C(=O)C1CCN(C(=O)Nc2ccccc2)CC1`?
AMA1-RON2 inh: 2%; Tb PYK inh: 0%; HCMV antiviral: 7; AmpC inh no detg: 0%; HCV inhibitor: 1%

Results for Cc1ccc(C)c(N2CCN(C(=O)NCc3noc4ccccc34)CC2)c1 ?
AmpC detergent: -8%; Tb PYK inh: -2%; HCMV antiviral: 4

What do the screens show for `O=C(CCc1c[nH]c2ccccc12)NCc1ccc2c(c1)OCO2`?
AmpC detergent: -3%; AMA1-RON2 inh: 0%; Tb PYK inh: -1%; HCMV antiviral: 56; LmPK inh: 14%; AmpC inh no detg: -31%; HCV inhibitor: 1%

What do the screens show for `CSc1ccc(C(=O)Nc2cc(S(=O)(=O)N3CCOCC3)ccc2N2CCOCC2)cc1[N+](=O)[O-]`?
AMA1-RON2 inh: 0%; Tb PYK inh: -2%; HCMV antiviral: 10; HCV inhibitor: -10%

Results for CCOC(=O)C(NC(=O)CC)(N1CCc2ccccc2C1)C(F)(F)F (stereo not drawn) ?
AmpC detergent: -5%; AMA1-RON2 inh: -7%; Tb PYK inh: 0%; HCMV antiviral: 43; LmPK inh: -3%; AmpC inh no detg: -3%; HCV inhibitor: 15%

What do the screens show for `O=C(COC(=O)CSc1ccc(Cl)cc1)Nc1ccccc1`?
AmpC detergent: -14%; AMA1-RON2 inh: 23%; Tb PYK inh: 4%; HCMV antiviral: -9; AmpC inh no detg: -1%; HCV inhibitor: 14µM*

What do the screens show for `CC1=[N+](C)N(c2ccccc2)C(=O)C1N=Cc1c(Cl)cccc1Cl` (stereo not drawn)?
AmpC detergent: -15%; AMA1-RON2 inh: -5%; Tb PYK inh: 2%; HCMV antiviral: -24; LmPK inh: 0%; AmpC inh no detg: -17%; HCV inhibitor: 16%

What do the screens show for `CCOC(=O)c1sc(NC(=O)C2CC2)nc1C`?
AmpC detergent: inconclusive; AMA1-RON2 inh: 6%; Tb PYK inh: 2%; HCMV antiviral: -26; LmPK inh: 0%; AmpC inh no detg: -5%; HCV inhibitor: -17%

What do the screens show for `COc1ccc(C(=O)OCC(=O)c2ccc(Cl)s2)c(OC)c1OC`?
AmpC detergent: inconclusive; AMA1-RON2 inh: 7%; Tb PYK inh: 4%; HCMV antiviral: -38; AmpC inh no detg: -7%; HCV inhibitor: 2.5µM*

Results for Cc1cccc(NC(=O)CCc2ccc(N3C(N)=NC(N)=NC3(C)C)cc2)c1 ?
AMA1-RON2 inh: 6%; Tb PYK inh: -4%; HCMV antiviral: -99*

How did COc1ccccc1CNc1nc(NCc2cccc(OC)c2OC)c2sccc2n1 do in these assays?
AMA1-RON2 inh: inconclusive; Tb PYK inh: 0%; HCMV antiviral: -83*

What do the screens show for `Nc1cc(C(F)(F)F)ccc1Nc1ccccc1`?
AmpC detergent: -14%; AMA1-RON2 inh: -19%; Tb PYK inh: -6%; HCMV antiviral: -26; LmPK inh: 1%; AmpC inh no detg: inconclusive; HCV inhibitor: -1%

Results for COC(=O)C1=C(N)Oc2cc(C)[nH]c(=O)c2C1c1cccnc1 (stereo not drawn) ?
AmpC detergent: 4%; AMA1-RON2 inh: -5%; Tb PYK inh: 4%; HCMV antiviral: -37; LmPK inh: -6%; AmpC inh no detg: -13%; HCV inhibitor: 27%

What do the screens show for `Nc1ccc(-c2ccc(N)cc2)cc1`?
AMA1-RON2 inh: -27%; Tb PYK inh: -2%; HCMV antiviral: 28; HCV inhibitor: 10%

Results for COc1ccccc1C(=O)Nc1c(C)n(C)n(-c2ccccc2)c1=O ?
AmpC detergent: 9%; AMA1-RON2 inh: -1%; Tb PYK inh: 4%; HCMV antiviral: -21; LmPK inh: 7%; AmpC inh no detg: -6%; HCV inhibitor: -1%

How did O=C(O)CN1C(=O)/C(=C/C=C/c2ccccc2)SC1=S do in these assays?
AmpC detergent: inconclusive; AMA1-RON2 inh: 14%; Tb PYK inh: -11%; HCMV antiviral: 34; LmPK inh: 5%; AmpC inh no detg: -14%; HCV inhibitor: 12%
